# Source: PubChem
# GLP-1R inv ag = GLP-1 receptor (human) inverse agonism. P43220. HEK293 GLP-1R CRE-luciferase, luminescence, 24 h; GLP-1R form is constitutively active. Potency, µM (top dose mostly 38.3 µM), for inactives: at the top dose activity change, negative = inhibition, hits mostly inhibitors. 410,000 compounds, 1.6% hits; also: potency is read from the fitted curve at half-maximal effect; % is scaled to controls: 0 for no effect and ±100 for the full control effect; nearly all actives have a fitted effect of over 55% in size
# Target sequence (P43220 whole entry, looked up): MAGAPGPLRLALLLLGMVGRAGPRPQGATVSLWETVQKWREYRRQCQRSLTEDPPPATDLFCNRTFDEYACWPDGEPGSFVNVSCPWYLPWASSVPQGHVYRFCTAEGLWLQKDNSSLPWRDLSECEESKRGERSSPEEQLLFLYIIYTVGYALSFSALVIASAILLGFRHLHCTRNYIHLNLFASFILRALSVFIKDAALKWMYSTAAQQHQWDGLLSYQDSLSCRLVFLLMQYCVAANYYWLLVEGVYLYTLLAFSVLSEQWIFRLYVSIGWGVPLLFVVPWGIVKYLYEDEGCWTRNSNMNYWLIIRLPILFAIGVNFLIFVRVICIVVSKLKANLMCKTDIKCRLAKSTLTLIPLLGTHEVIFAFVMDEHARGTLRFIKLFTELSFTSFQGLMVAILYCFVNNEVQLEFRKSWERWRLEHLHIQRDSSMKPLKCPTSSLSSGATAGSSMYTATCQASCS
#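 Inverse agonism was detected as reduced cAMP-driven luciferase luminescence after 24 h compound treatment. The cells were HEK293 clones expressing constitutively active human GLP-1R with the reporter. Reporter-only and GPR119 cell lines served as counterscreen controls.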
# PTHR1 ag = agonists of human PTHR1 parathyroid hormone receptor; Q03431; HEK293 GP2 PTHR1 cells, GloSensor cAMP luminescence, 1 h; Potency, µM (highest dose often 115 µM), inactives show top-dose activation, hits mostly activators; 410,000 compounds, 0.075% hits; AID 743266; also: potency is read from the fitted curve at half-maximal effect; nearly all actives have a fitted effect of over 55% in size; some results filed as inactive show a strong effect at the top dose; inactives centre near -15; many of its hits are not listed in these tables
#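 HEK-293-derived GP2 cells expressing PTHR1 and a GloSensor cAMP reporter, 3,000/well, plated overnight, given luciferin plus IBMX (each 0.5 mM as added) for 1 h at 37 °C, then compound for 1 h at 37 °C. Luminescence was read after 15 min at room temperature.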
# Abeta rescue = compounds reversing amyloid beta toxicity in yeast | 410,000 compounds, 0.063% hits | AID 1347071 | Potency, µM (doses to about 46.1 µM), inactives show at the top dose growth rescue, usual class: activators | yeast expressing A-beta42, growth rescue, OD600, 48 h; response scale: 0% DMSO, 100% iron-clioquinol control; also: potency is read from the fitted curve at half-maximal effect; nearly all actives have a fitted effect of over 55% in size
#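 Yeast growth medium received pinned compounds, then yeast cells expressing toxic A-beta were added; plates incubated at 30 C for 48 hr. Growth read as absorbance at 600 nm, normalized to DMSO and equimolar FeCl3 plus clioquinol controls.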
# Akt phos inh = blocks phosphorylation of Akt. Neuro2A IGF-stimulated pAkt S473 HTRF, 20 min; hits give low values. activity change, % for hits at 50 µM. 360,000 compounds, 0.32% hits; in the data active = activity change below about -80%; inconclusive = mostly about -51% to -80%; also: % is scaled to controls: 0 for no effect and ±100 for the full control effect
#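 Neuro2A cells (4,500/well, DMEM with 0.5% FBS) were treated with compound at a single 50 µM final concentration, stimulated with 6 nM IGF for 20 min at 37 °C, and lysed. Phospho-Akt Ser473 was read by HTRF as 665/615 ratio ×10^4.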
# GLP-1R agonist = activates the human GLP-1 receptor | AID 624172 | 380,000 compounds, 0.007% hits | HEK293 GLP-1R CRE-luciferase, luminescence, 4-6 h; cells express a hypersensitive GLP-1R form | Potency, µM (series often up to 45.6 µM), inactives show at the highest dose activation, actives largely listed as activators; also: potency is read from the fitted curve at half-maximal effect; % of control where 0% means no effect
# D3 antag = antagonists of human D3 dopamine receptor; 360,000 compounds, 2.5% hits; AID 652054; D3R cells, DiscoveRx beta-arrestin luminescence, antagonist mode; hits give low values; P35462; max response, negative = inhibition, %; in the data active = max response below about -50%; inconclusive = no clear call, values can overlap the other calls; also: % is scaled to controls: 0 for no effect and ±100 for the full control effect; mostly tested at two doses, the higher about 12 µM
# Target sequence (P35462 whole entry, looked up): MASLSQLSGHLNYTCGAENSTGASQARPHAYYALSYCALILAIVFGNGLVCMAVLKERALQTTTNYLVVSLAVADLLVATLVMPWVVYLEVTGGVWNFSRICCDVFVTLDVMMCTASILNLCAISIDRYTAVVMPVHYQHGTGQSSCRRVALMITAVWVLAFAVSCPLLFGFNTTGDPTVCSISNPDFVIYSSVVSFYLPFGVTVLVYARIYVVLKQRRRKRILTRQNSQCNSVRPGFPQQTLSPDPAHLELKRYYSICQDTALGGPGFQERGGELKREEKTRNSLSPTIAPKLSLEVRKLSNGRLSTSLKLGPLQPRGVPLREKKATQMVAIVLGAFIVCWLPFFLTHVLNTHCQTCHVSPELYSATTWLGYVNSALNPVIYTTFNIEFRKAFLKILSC
#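 Cells expressing the human receptor were seeded at 1500 cells/well, incubated overnight at 37 degrees C in 5% CO2, then exposed to library compounds with dopamine controls for 90 minutes at 37 degrees C before luminescent detection.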
# FUS yeast rescue = rescues growth of FUS-expressing yeast. 390,000 compounds, 0.24% hits. S. cerevisiae FUS-expressing, growth rescue, OD600, 24 h. Potency, µM (titrated, usually from 76.6 µM), inactives show at the top dose growth rescue (activation), actives largely listed as activators. AID 1347120;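 also: potency is read from the fitted curve at half-maximal effect; plate controls were DMSO vehicle for no effect and reference control for full effect; nearly all actives have a fitted effect of over 55% in size; some results filed as inactive show a strong effect at the top dose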
#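 Read-out: OD at 600 nm after 24hr at 30C, reporting rescue of FUS-induced yeast toxicity. Cells at OD 0.005 in galactose (2%) minimal medium; compounds tested in a dilution series; CP55940 titration from 92uM final as control.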
# aSyn rescue = rescues yeast growth from alpha-synuclein toxicity | Potency, µM (series often up to 46.1 µM), for inactives: top-dose growth rescue (activation), usual class: activators | Yeast expressing alpha-synuclein, growth rescue, BacTiter-Glo, 24 h | 370,000 compounds, 0.14% hits; also: potency is read from the fitted curve at half-maximal effect; % of control where 0% means no effect; nearly all actives have a fitted effect of over 65% in size
#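 Galactose-induced alpha-syn yeast (OD600=0.02, raffinose-pregrown) + pinned cpd, 24 hr, 30 deg C; growth by BacTiter-Glo luminescence. Growth restoration scores as activation.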
# TDP43 rescue = TDP-43 toxicity inhibition in yeast; TDP-43 expressing yeast growth rescue, BacTiter-Glo, 24 h; Potency, µM (top dose mostly 46.1 µM), inactives show at the highest dose growth rescue (activation), actives largely listed as activators; 410,000 compounds, 1.8% hits; also: potency is read from the fitted curve at half-maximal effect; % of control where 0% means no effect; nearly all actives have a fitted effect of over 50% in size
#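 Yeast expressing TDP-43 (pregrown in raffinose, seeded at OD600=0.02 in galactose medium) exposed to compounds 24 hr at 30 deg C. Growth read by BacTiter-Glo luminescence; rescue of toxicity appears as increased signal.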
# Starred values were filed as active, the others as inactive; i = inactive; ? = inconclusive; nt = no result given; [ ] = dose if it differs, or a comment. Unless noted, calls follow the shape of the dose curve; as a rule, active = well fitted curve in the direction sought with a large enough effect; inconclusive = small, poorly fitted or top-dose-only effect, or another doubt; inactive = no such curve, though single readings can be large; an effect the other way counts as inactive or inconclusive. Some of the compounds tested, so the mix of outcomes need not match the whole.
SMILES,GLP-1R inv ag,PTHR1 ag,Abeta rescue,Akt phos inh,GLP-1R agonist,D3 antag,FUS yeast rescue,aSyn rescue,TDP43 rescue
C=CCNC(=O)c1onc(CSc2cccc(OC)c2)c1C(=O)O,?,-19%,-21%,i,-2%,-10,-8%,-2%,5%
CC/C(=N\NC(=O)c1nnn(-c2nonc2N)c1-c1ccc2c(c1)OCO2)c1ccccc1,?,-4%,2%,i,9%,-13,20%,-1%,-6%
CCOC(=O)Cc1ccc(Nc2nc3cc(-c4ccccc4C)sc3c(=O)n2C)cc1,?,?,-17%,nt,-1%,-9,?,?,?
CC(=O)N1c2ccc(S(=O)(=O)N3CCCC(C(=O)Nc4ccc(C)cc4C)C3)cc2CC1C (configuration not stated),35%[activator],i,6%,i,0%,-13,-4%,-4%,22%
CCOC(=O)c1csc(NC(=O)CCS(=O)(=O)c2ccc(Cl)cc2)n1,-1%,i,-4%,i,7%,12,-30%,1%,11%
CCOC(=O)C(C)/C(C)=N\Nc1ccc([N+](=O)[O-])cc1[N+](=O)[O-] (configuration not stated),16%,-15%,4%,i,14%,28,8%,10%,-9%[0.397 µM]
COc1ccc(OCCN2CCN(S(=O)(=O)c3ccccc3C(F)(F)F)CC2)cc1,?,-34%[inhibitor],9%,i,7%,30,nt,2%,13%
CC(=O)c1cccc(NC(=O)c2ccc3c(c2)CCCC3)c1,?,-4%,-7%,i,18%,?,-1%,-1%,23%
Cc1cc(S(=O)(=O)N2CCC3(CC2)OCCN3S(=O)(=O)c2cccs2)ccc1F,?,-16%,5%,i,8%,12,-17%,12%,-18%
COc1cc(CO)ccc1Oc1nc2ccccc2n2cnnc12,15%,i,11%,i,7%,-12,11%,-3%,3%
O=C(Nc1ccc(C(=O)N2CCN(c3ccc(F)cc3)CC2)cc1)c1nsc2ccccc12,1%,-40%[inhibitor],24%,nt,nt,nt,41%,nt,?
COC(=O)[C@@]1(Cc2ccccc2)[C@H]2C(=O)N(C)C(=O)[C@H]2[C@H]2CN=C(SC)N21,6%,-1%,9%,i,0%,7,-7%,1%,16%
Cc1cccc(NC(=O)CNC(=O)N2CC(=O)Nc3ccccc32)c1C,4%,?,9%,i,-5%,5,35%,4%,2%
CC(C)(C)NC(=O)C(c1ccccc1)N(Cc1cccs1)C(=O)c1csnn1 (configuration not stated),-10%,i,11%,i,-6%,15,16%,0%,-10%
O=C(c1nnsc1S(=O)(=O)c1ccc(Cl)cc1)N1CCOCC1,?,-38%[inhibitor],-58%[inhibitor],i,-3%,?,13%,2%,25%[9.22 µM]
CCc1noc(C)c1C(=O)Nc1cc(S(=O)(=O)N2CCCCC2)ccc1N(C)C,21%,i,10%,i,19%,-2,7%,2%,20%
Cc1cc(=O)oc2cc(OCC(=O)NC(Cc3c[nH]c4ccc(O)cc34)C(=O)O)c(Cl)cc12 (configuration not stated),-10%,-19%,-2%,i,-3%,12,-4%,-8%,22%
Cc1cccc(NC(=O)CN2CCSc3ccccc32)c1,8%,-17%,-5%,i,-2%,-1,-25%,1%,8%
CCCc1cc(=O)oc2cc(OC(C)C(=O)NCc3ccccn3)c(Cl)cc12 (configuration not stated),10%,-7%,-9%,i,-1%,-8,8%,-3%,-7%
Cc1cccc(N2CCN(S(=O)(=O)c3ccc4c(c3)NC(=O)CO4)CC2)c1C,?,-1%,-1%,i,10%,0,1%,1%,3%
O=C(O)c1nccnc1C(=O)Nc1ccc(S(=O)(=O)N2CCOCC2)cc1,1%,i,-10%,i,7%,-5,15%,0%,1%
CC1CCN(c2nnc(NC(=O)Cn3c(=O)oc4ccccc43)s2)CC1,6%,-3%,6%,i,-9%,14,-6%,1%,17%
CCCC(=O)NCCSC,1%,6%[57.5 µM],1%,i,2%,101,3%,-7%,-25%
Cc1ccc(N(CC(=O)NC2CCCC2)C(=O)c2nsc(Cl)c2Cl)cc1,?,-4%,9%,i,7%,-1,25%,2%,-8%
CC1CC(C)CN(C(=O)CCS(=O)(=O)c2ccc3c(c2)NC(=O)CS3)C1 (configuration not stated),-9%,-8%,18%,i,2%,10,-1%,3%,10%

# The final 2 entries of the part before come first, to join the parts:
SMILES,GLP-1R inv ag,PTHR1 ag,Abeta rescue,Akt phos inh,GLP-1R agonist,D3 antag,FUS yeast rescue,aSyn rescue,TDP43 rescue
Cc1ccc(N(CC(=O)NC2CCCC2)C(=O)c2nsc(Cl)c2Cl)cc1,?,-4%,9%,i,7%,-1,25%,2%,-8%
CC1CC(C)CN(C(=O)CCS(=O)(=O)c2ccc3c(c2)NC(=O)CS3)C1 (configuration not stated),-9%,-8%,18%,i,2%,10,-1%,3%,10%
Cc1c(NC(=O)/C(C#N)=C/c2ccc(-c3ccc(Cl)cc3)o2)c(=O)n(-c2ccccc2)n1C,?,-24%,-12%,i,7%,5,?,1%,32µM*
Cn1c(NC(=O)c2cccnc2)nc2ccccc21,99%[activator],i,6%,i,-7%,-4,nt,2%,?
O=C(O)[C@H](Cc1ccccc1)NC(=O)N1CCC(Cc2ccccc2)CC1,-10%,i,nt,i,2%,1,16%,6%,6%
Cc1ccc(C(=O)N2CCCC(CCC(=O)NCc3ccccc3F)C2)cn1 (configuration not stated),7%,i,5%,i,-5%,1,6%,3%,1%
COc1ccc(C(=O)NCCc2nnc3ccc(SCC(=O)NCc4ccccc4)nn23)cc1,2%,-19%,8%,i,7%,-22,nt,2%,2%
Cc1oc(-c2cccc3ccccc23)nc1CN1CCN(c2ncnc3ccccc23)CC1,?,-55%[inhibitor],-7%,i,8%,30,22%,10%,4%
COc1ccc(OC)c(C2C(C(=O)c3sc(C)nc3C)=C(O)C(=O)N2CCN2CCOCC2)c1 (configuration not stated),-7%,3%,-1%,i,-6%,-56*,6%,6%,10%
COc1ccccc1-c1nc(SCC(=O)Nc2ccc(C)c(C)c2)n[nH]1,3%,-33%[inhibitor],-3%,nt,nt,nt,7%,nt,9%
Cc1cc(C(=O)Nc2ccccc2N2CCOCC2)no1,17%,-10%,5%,i,5%,3,-15%,-14%,34%
CN(C)S(=O)(=O)c1cccc(-c2nnc(-c3ccccc3)o2)c1,120%[activator],24%[57.5 µM],-8%,i,27%,-8,31%,-12%,0%
COc1cc(OC)cc(C(=O)NC(=S)Nc2ccc(NC(=O)c3ccco3)cc2)c1,27%,-16%,12%,i,1%,-2,13%,-2%,-3%
CN(Cc1cccs1)C(=O)CN1C(=O)c2ccccc2S1(=O)=O,8%,-32%[inhibitor],2%,i,-33%,18,nt,4%,?
O=C1C(=O)c2cccnc2-c2ncccc21,?,-48%[inhibitor],-87%[inhibitor],i,-13%,-87*,-17%,-51%[inhibitor],-75%[inhibitor]
COc1cccc(C(=O)OCC(=O)NCCc2ccccc2)c1OC,0%,i,-5%,i,5%,-9,16%,3%,12%
O=C1c2ccccc2NC(c2ccc(-c3cccc([N+](=O)[O-])c3)o2)N1O (configuration not stated),-30%,i,?,i,-3%,0,nt,?,12%
NC(=O)NC(CC(=O)NCc1ccc2c(c1)OCO2)c1ccccc1Cl (configuration not stated),11%,i,7%,i,4%,-16,-9%,0%,-2%
Cc1ccc2oc(-c3ccc(C)c(NC(=O)Cc4cccs4)c3)nc2c1,10%,-4%,-3%,i,0%,18,nt,12%,6%
Cc1ccc(S(=O)(=O)Nc2c(C)[nH]c(=O)[nH]c2=O)cc1C,9%,-4%,-14%,i,4%,14,-4%,-9%,9%
COc1cc(-c2nc(-c3cccc(C(F)(F)F)c3)no2)cc(OC)c1OC,19%,i,8%,i,0%,21,nt,-25%,3%
Cc1cc(C(=O)Nc2ccccc2C(=O)O)ccc1NC(=O)COc1ccccc1Cl,18%,i,3%,i,2%,55,-6%,-1%,1%
Cn1c(=O)c2c(nc(N3CCC(C(N)=O)CC3)n2CCSc2nc3ccccc3s2)n(C)c1=O,2%,-6%,7%,i,9%,12,1%,-1%,13%
CCOC(=O)C(Cc1c[nH]c2ccccc12)NC(=O)CNC(C)=O (configuration not stated),10%,-23%,4%,i,-8%,15,5%,1%,6%
CC(=O)Oc1ccc(-c2csc(Nc3ccccn3)n2)cc1,?,-85%[inhibitor],8%,i,18%,-29,-25%,-30%,13µM*
O=C(Cc1cccs1)Nc1cccc(C(=O)Nc2ccco2)c1,-25%,i,22%,i,-1%,4,12%,7%,19%
NC1=NC2OC(CO)C(O)C2O1 (configuration not stated),-3%,i,5%,i,4%,13,-22%,-4%,18%
SMILES,GLP-1R inv ag,PTHR1 ag,Abeta rescue,Akt phos inh,GLP-1R agonist,D3 antag,FUS yeast rescue,aSyn rescue,TDP43 rescue
CN(C)c1oc(-c2ccco2)nc1S(=O)(=O)c1ccc(Br)cc1,12%,-16%,-7%,i,4%,38,nt,13%,28%
COC(=O)C1(C)NC(c2cccc(C)c2)C2C(=O)N(c3ccccc3)C(=O)C21 (configuration not stated),-6%,-11%,-3%,i,5%,-22,-12%,6%,11%
CCCc1c(-c2ccc(Cl)cc2)ncn1Cc1ccccc1OC,?,-28%,-19%,i,4%,5,15%,15%,20%
CCOC(=O)C1CCN(C(=O)Nc2ccc(OC)c(OC)c2)CC1,0%,i,23%,i,-12%,-16,9%,-1%,-16%
CCn1c(SCC(=O)NCC2CCCO2)nc2c([nH]c3ccccc32)c1=O (configuration not stated),62%[activator],-12%,8%,i,4%,1,11%,1%,15%
Cc1cccc(NC(=O)/C(C#N)=C/c2ccccc2O)n1,24%,-10%,-7%,i,1%,-8,-1%,-10%,?
COc1cccc(NC(=O)COC(=O)CC2CC3CCC2C3)c1 (configuration not stated),-32%,22%,1%,i,-4%,-15,20%,1%,-25%
O=P(COCCOCP(=O)(c1ccccc1)c1ccccc1)(c1ccccc1)c1ccccc1,16%,-12%[57.5 µM],-1%,i,4%,22,-2%,4%,-2%
